Screening data deposited in PubChem BioAssay by several laboratories.
MEX-5 binding: C. elegans MEX-5 TCR-2 RNA binding activity | activity score (negative = inhibition of binding), % at 10 µM | MEX-5/FITC-TCR2 RNA binding, fluorescence polarization; stronger effect = lower value | 0.38% of 300,000 active | Q9XUB2 | AID 1832;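 active = inhibition past about -25% in most replicates, and total fluorescence under double the plate's negative control median, limit read from the data; inconclusive = replicates evenly split on the limit, or fluorescence at least double controls; inactive = too little inhibition in most replicates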;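 note: 0% = DMSO and -100% = 5 µM competing unlabeled TCR2 RNA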
Target sequence (Q9XUB2 whole entry, looked up): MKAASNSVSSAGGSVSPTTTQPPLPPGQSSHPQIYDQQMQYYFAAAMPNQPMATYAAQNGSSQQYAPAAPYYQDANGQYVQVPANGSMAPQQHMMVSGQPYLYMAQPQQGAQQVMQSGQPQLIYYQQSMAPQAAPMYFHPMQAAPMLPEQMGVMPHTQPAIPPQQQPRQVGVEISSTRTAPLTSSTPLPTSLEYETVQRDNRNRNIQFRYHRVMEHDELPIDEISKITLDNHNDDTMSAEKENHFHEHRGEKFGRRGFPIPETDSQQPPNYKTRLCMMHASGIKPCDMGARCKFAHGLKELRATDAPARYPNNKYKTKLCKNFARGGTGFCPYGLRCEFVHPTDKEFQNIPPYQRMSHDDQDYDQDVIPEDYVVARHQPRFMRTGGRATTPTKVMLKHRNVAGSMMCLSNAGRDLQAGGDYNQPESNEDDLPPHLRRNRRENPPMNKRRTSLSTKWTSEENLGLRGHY
VLA-4 inh: inhibition in a human VLA-4 binding assay. 0.2% of 330,000 active. inhibition, % (about 7 µM as worked out from the volumes in the protocol). P13612. VLA-4 expressing cells, ligand binding flow cytometry. AID 2557; in the data active = inhibition above about 50%
MCL1 BIM primary: MCL1-BIM-BH3 interaction inhibition (human); Q07820; GST-MCL1 / FITC-Bim-BH3 fluorescence polarization; inhibition, % at 10.9 µM; 0.68% of 320,000 active;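 active = inhibition above the mean inhibition of all tested compounds plus 3 SD, set per campaign, cut at about 40% in these data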;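 note: 0% = DMSO wells and 100% = unlabeled Bim-BH3 peptide control; higher means more loss of mP so more displacement of Bim peptide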
Target sequence (Q07820 whole entry, looked up): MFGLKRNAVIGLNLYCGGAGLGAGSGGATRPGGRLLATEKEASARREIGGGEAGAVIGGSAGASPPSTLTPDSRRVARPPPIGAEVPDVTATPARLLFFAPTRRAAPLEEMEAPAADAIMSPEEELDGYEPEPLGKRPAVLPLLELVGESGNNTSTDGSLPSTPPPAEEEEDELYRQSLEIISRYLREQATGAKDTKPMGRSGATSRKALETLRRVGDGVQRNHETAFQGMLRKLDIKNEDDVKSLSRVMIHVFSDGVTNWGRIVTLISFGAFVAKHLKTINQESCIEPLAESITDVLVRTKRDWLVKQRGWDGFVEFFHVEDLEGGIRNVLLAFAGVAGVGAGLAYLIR
Fam108B counter: counter-screen for RBBP9 inhibitors: inhibitors of mouse Fam108B; recombinant Fam108B, FP-Rh probe fluorescence polarization; inhibition, % at 9.51 µM; 0.33% of 300,000 active; AID 1947;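 active = inhibition above the screen mean inhibition plus 3 SD, computed separately per campaign, cut at about 18% in these data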;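 note: inhibitors lower polarization as less probe binds the enzyme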
GRK2 aptamer HTS: inhibitors of human GRK2 displacing RNA aptamer | P25098 | bead flow cytometry, FAM-aptamer displacement from GRK2 | inhibition of aptamer binding, % at 10 µM | 0.59% of 330,000 active | AID 488847;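 active = inhibition of aptamer binding above 40%, roughly 3 SD of noise, on plates passing a quality check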;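 note: median bead fluorescence of bound FAM aptamer so fluorescent compounds give negative values; no value below 0 was filed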
BCLXL inh: inhibitors of human Bcl-xL; Q07817; GST-Bcl-xL / FITC-Bim BH3 peptide fluorescence polarization; inhibition, % at 10.9 µM; 0.7% of 320,000 active; AID 2129;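 active = inhibition above the mean of all tested compounds plus 3 SD, cutoff set per campaign, cut at about 30% in these data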;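 note: 0% = DMSO wells and 100% = unlabeled Bim-BH3 peptide competitor; inhibitors lower millipolarization by displacing the labeled peptide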
Target sequence (Q07817 whole entry, looked up): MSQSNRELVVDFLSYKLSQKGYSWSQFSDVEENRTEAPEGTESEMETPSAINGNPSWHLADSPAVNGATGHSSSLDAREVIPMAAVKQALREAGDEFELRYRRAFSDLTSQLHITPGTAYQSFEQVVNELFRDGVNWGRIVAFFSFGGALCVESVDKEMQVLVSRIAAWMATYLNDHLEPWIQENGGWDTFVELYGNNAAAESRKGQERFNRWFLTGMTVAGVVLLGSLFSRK
CIT2 TOR yeast: modulators of TOR pathway CIT2-GFP in S. cerevisiae. AID 2029. GFP response vs DMSO, % at 10 µM. 0.065% of 320,000 active. S. cerevisiae CIT2-GFP strain, flow cytometry, 3 h; 100 means same as DMSO wells;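 active = GFP response relative to DMSO above a set limit, near the screen mean plus 3 SD, cut at about 150% in these data; inconclusive = Fewer than 70 cells measured for a yeast strain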;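 note: ratio of well median GFP fluorescence to mean of DMSO wells on the plate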
GLD-1 TGE inh: GLD-1-TGE RNA interaction inhibition (C. elegans) | purified GLD-1 + fluorescein TGE RNA, fluorescence polarization | inhibition, % at 5.96 µM | 0.44% of 320,000 active;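 active = percent inhibition above a per-plate cutoff, the plate mean of test compounds plus 3 SD, cut at about 30% in these data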;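 note: 0% = DMSO wells with GLD-1 and probe and 100% = wells lacking GLD-1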
AGP1-GFP MLPCN: alters AGP1-GFP fluorescence in TOR pathway yeast screen | GFP response vs DMSO, % at 10 µM | 0.02% of 320,000 active | S. cerevisiae AGP1-GFP multiplex flow cytometry, 3 h; GFP as percent of DMSO wells;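 active = GFP response relative to DMSO above a set limit, near screen average plus 3 SD, cut at about 150% in these data; inconclusive = fewer than 70 cells counted for the yeast strain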;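 note: median GFP channel fluorescence of the gated AGP1 strain per well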
Starred values were filed as active, the others as inactive; u = inconclusive; x = not tested or not shown.

SMILES	MEX-5 binding	VLA-4 inh	MCL1 BIM primary	Fam108B counter	GRK2 aptamer HTS	BCLXL inh	CIT2 TOR yeast	GLD-1 TGE inh	AGP1-GFP MLPCN
CCC/C(O)=C1\C(=O)CC(C)(C)CC1=Nc1ccc(OC)cc1	0.7	-14	0	-2	2	6	100	0	92
O=C(c1ccccc1)c1ccc(Cn2cc(CCCO)nn2)cc1	2.1	15	3	1	0	3	80	8	87
COc1ccccc1NS(=O)(=O)c1cccc(N2CC(O)=C(c3ccccc3)C2=N)c1	1.2	-19	9	1	0	3	104	2	106
O=C(COc1ccc(Br)cc1)N/N=C1\SCC(=O)N1c1ccc(F)cc1	-0.7	25	5	2	0	3	100	4	94
O=C(NC12CC3CC(CC(C3)C1)C2)c1ccccc1	1.7	1	-9	-1	2	-5	81	1	98
CCOc1ccc2[nH]c3c(c2c1)CNCC3	-3.1	-4	13	0	0	11	97	1	101
Cc1ccc(Cn2c3ccccc3c3cn[nH]c(=O)c32)cc1	0.9	21	-3	1	0	6	99	4	102
CCN(C1CCCCC1)S(=O)(=O)c1ccc(S(=O)(=O)N(CC(=O)Nc2ccccc2)C2CC2)cc1	-2.2	-9	2	-18	2	2	107	2	107
COc1ccc(C(=O)Nc2ccccc2C(=O)Nc2cccc(C)n2)cc1	0.0	-11	-7	-1	1	2	100	7	101
COCc1nnc(NS(=O)(=O)c2ccc([N+](=O)[O-])cc2)s1	-0.8	-50	9	1	0	9	106	4	108
CC(C)c1cc(Br)ccc1OCCCN1C(=O)NC(C)(C)C1=O	-0.1	17	1	4	0	3	85	8	91
Cc1ccc(OCC(=O)Nc2c(C)ccc3nsnc23)cc1	0.3	7	-3	0	0	-2	95	6	95
COc1ccc2[nH]cc(/C=C/C(=O)c3ccccc3)c2c1	-2.6	28	-2	7	1	0	96	0	102
S=c1sc2c(N3CCN(Cc4ccccc4)CC3)ncnc2n1-c1ccccc1	-1.2	1	-4	1	0	0	95	-8	99
CCOc1cnc(-c2ccc(OC)cc2)o1	0.3	-12	-2	-2	0	1	114	6	105
C=CCOc1ccc(C2/C(=C(/O)c3ccc4c(c3)CC(C)O4)C(=O)C(=O)N2CCCN2CCOCC2)cc1 (stereo unspecified)	0.9	0	8	1	0	6	x	3	97
COC(=O)Cn1c(=NC(=O)CSCC(=O)Nc2cc(C)on2)sc2cc(C(=O)OC)ccc21	-1.3	-17	1	2	0	6	94	1	97
C#Cc1ccc([C@@H]2C=C(C(=O)NC3CC3)O[C@H](OCc3ccc(CO)cc3)C2)cc1	0.4	3	-8	2	4	-3	91	5	90
COc1cc(C)c(Cl)cc1S(=O)(=O)n1ccnc1	0.5	6	4	0	0	6	93	-6	87
NC(=O)/C(N=Nc1ccccc1)=N/Nc1ccccc1	2.3	-10	10	5	2	9	98	6	74
CCn1c(=O)c2ccccc2n2c(SCC(N)=O)nnc12	0.9	7	1	-4	0	-2	107	2	105
CCc1noc(C)c1C(=O)Nc1ccc(C)c(S(=O)(=O)N2CCCCCC2)c1	-0.4	5	-1	-1	0	5	101	1	103
NC(=O)CSc1nnc(-c2ccoc2)o1	2.0	9	8	4	0	7	99	-1	106
COc1ccc(C(=O)OCC(O)COC(=O)c2ccc(OC)cc2)cc1	-0.6	4	-3	1	1	1	98	-5	97
COc1ccc(CC/C(C)=N\NC(N)=O)cc1	-0.7	7	10	1	0	4	93	0	102
The list goes on.
SMILES	MEX-5 binding	VLA-4 inh	MCL1 BIM primary	Fam108B counter	GRK2 aptamer HTS	BCLXL inh	CIT2 TOR yeast	GLD-1 TGE inh	AGP1-GFP MLPCN
COc1ccc(F)cc1S(=O)(=O)n1cc(C)nc1-c1ccccc1	3.4	0	-2	-1	4	4	102	-1	100
CCN(C(=O)CSc1nc(N)cc(=O)[nH]1)C1CCS(=O)(=O)C1 (stereo unspecified)	x	2	0	x	2	2	100	6	105
COc1ccc(/C=N/Nc2nc(Nc3ccccc3)nc(N3CCCCC3)n2)c(OC)c1	0.3	7	10	15	0	2	x	4	x
Cc1cc(C)c(C(N)=O)c(NC(=O)Nc2ccccc2)n1	0.8	7	7	0	0	2	91	4	90
Cc1ccc(OCCCN(C)C)c(Br)c1	-0.3	6	-3	3	4	-2	103	2	102
COc1ccc(C(=O)OCC(=O)NCCN2C(=O)CSC2=O)cc1	-1.2	25	2	1	4	-4	88	-4	96
Cc1cccc(NS(=O)(=O)c2cc3c(cc2C)NC(=O)CO3)c1	-0.5	-1	3	5	2	5	96	1	99
Cc1ccc(/C=N/NC(=O)c2cc(C)oc2C)cc1	-0.2	-6	2	0	0	3	95	-2	101
CC(=O)Nc1ccc2c(c1)nc(CCNC(=O)c1ccco1)n2C	-2.0	-3	5	1	1	-1	99	-1	102
O=C1NN(c2ccccc2)C(=O)/C1=C/c1ccc(Sc2cccc3ccccc23)o1	-2.5	-5	13	29*	3	7	102	4	103
O=C1NCCn2ccc(=O)cc21	-1.6	-3	2	-2	0	2	104	4	105
COc1ccc(C(=O)N2CCCc3ccccc32)cc1	0.4	-1	-7	2	0	1	87	5	102
COc1cc(OC)cc(-c2c(-c3cccs3)c3cc(-c4ccc(OC)cc4F)ccc3n2C)c1	x	6	-6	x	2	-1	83	-11	90
CCC(c1nnnn1C(C)C)N1CCN(C2CCCC2)CC1 (stereo unspecified)	-1.0	10	11	0	0	3	94	9	94
CCOc1ccc(C2C(C(=O)Nc3cc(C)on3)c3ccccc3C(=O)N2CCN2CCOCC2)cc1 (stereo unspecified)	0.1	7	1	0	2	7	97	3	99
CCc1nnc(NC(=O)c2nc(Cl)ccc2Cl)s1	2.9	10	x	x	0	x	92	x	89
O=C(CNC(=S)N(CCCN1CCOCC1)Cc1cccs1)NCc1ccccc1	0.9	-7	10	-3	2	5	110	-7	106
CCC1(c2ccccc2)NC(=O)N(CC(=O)Nc2ccc(S(=O)(=O)NC3=NCCCCC3)cc2)C1=O (stereo unspecified)	-0.5	0	-13	-4	2	-8	99	-3	110
CC(CP(=O)(O)O)NC(=O)Cc1ccccc1 (stereo unspecified)	1.7	-3	5	8	2	2	x	1	100
CCN1CCN(C(CNS(=O)(=O)c2ccc(Cl)cc2)c2ccccc2)CC1 (stereo unspecified)	-0.7	25	6	0	0	8	92	1	93
CCc1nc(N2CCC(C)CC2)c2oc3ccccc3c2n1	-3.0	5	-2	2	19	-5	95	9	96
O=C(c1ccco1)n1nc(-c2ccco2)nc1SCc1ccccc1	-1.2	21	1	3	10	3	112	4	98
O=C(O)c1cc(C(=O)O)c(-c2ccccc2)c(C(=O)O)c1	2.2	1	10	-1	0	0	x	6	119
COC(=O)C1=C(C)N(Cc2ccccc2)C(=NCc2cc(OC)c(OC)c(OC)c2)N[C@H]1CCc1ccccc1	x	21	x	x	0	x	80	6	88
COc1ccc(NC(=S)NNC(=O)CNc2ccc(Cl)cc2)cc1	2.8	2	2	2	0	8	101	0	97
Further structures follow.
SMILES	MEX-5 binding	VLA-4 inh	MCL1 BIM primary	Fam108B counter	GRK2 aptamer HTS	BCLXL inh	CIT2 TOR yeast	GLD-1 TGE inh	AGP1-GFP MLPCN
COc1cc(C(CC(=O)Nc2cc(C)ccn2)N2Cc3ccccc3C2=O)cc(OC)c1OC (stereo unspecified)	1.7	1	0	1	0	-2	106	1	110
CN1CCN(S(=O)(=O)c2cccc(C(=O)Nc3cccc([N+](=O)[O-])c3)c2)CC1	0.7	8	9	3	0	9	97	1	103
CN(Cc1ccccc1)C(=O)COC(=O)c1ccc2ccccc2n1	-1.3	33	-15	-6	2	-16	105	-10	106
CCn1nc(C(=O)Nc2nc3ccccc3[nH]2)c2ccccc2c1=O	-1.2	-4	6	-6	2	2	94	3	100
CC(=O)Oc1ccc(-c2cccc(C(=O)NCCO)c2)cc1	2.9	-2	3	3	1	3	94	-3	99
Oc1[nH]c2ccc(Br)cc2c1N=NC(=S)Nc1ccc(F)cc1	-1.1	-2	4	5	3	9	98	0	100
c1ccc(-c2ccccc2OCCN2CCOCC2)cc1	1.1	-4	-3	-1	1	7	105	1	103
CCOc1cc(S(=O)(=O)n2nc(C)cc2C)ccc1F	-0.4	-3	9	0	0	5	95	2	99
O=C(CS(=O)(=O)c1cn(CC(=O)N2CCOCC2)c2ccccc12)Nc1ccccc1F	-4.5	7	5	7	0	4	108	-2	103
CCN(C(=O)CN1C(=O)S/C(=C\c2ccc(Cl)cc2)C1=O)C1CCS(=O)(=O)C1 (stereo unspecified)	0.3	4	8	5	1	3	99	4	100
O=C(N=C1SC2CS(=O)(=O)CC2N1c1ccc(F)cc1)C1CCCCC1 (stereo unspecified)	0.2	9	7	1	3	6	105	4	114
O=C1C(=O)N(CCCN2CCOCC2)C(c2ccc(Cl)cc2)/C1=C(\O)c1ccc2c(c1)OCCO2 (stereo unspecified)	-3.2	-4	1	1	0	7	103	3	104
S=c1[nH]nc(-c2ccncc2)n1/N=C/c1cn(-c2ccccc2)nc1-c1ccccc1	1.7	10	-16	5	1	-26	109	3	110
O=S(=O)(c1ccccc1)C(/C=N\O)/C=C/c1ccccc1 (stereo unspecified)	1.9	-4	-10	-4	0	5	92	-3	92
c1ccc(CCCOCCC2CO2)cc1 (stereo unspecified)	3.5	10	1	0	0	-2	91	-3	88
Cc1ccc(N2CS(=O)(=O)/C(=C/N(C)C)C2=O)cc1	-0.3	-3	4	0	0	0	102	5	96
CC(C)C(NC(=O)Cc1ccccc1)C(=O)N1CCN(c2cccc(Cl)c2)CC1 (stereo unspecified)	x	-5	2	x	2	0	97	13	101
CCC(C)(C(=O)NC1CCCC1)N(Cc1cccs1)C(C)=O (stereo unspecified)	1.4	5	0	-3	3	3	96	-2	97
COc1cc(/C=C2\SC(c3ccc(C)cc3)=NC2=O)cc(OC)c1OC	57	-32	-48	1	0	-24	99	-16	105
Cn1c(=O)oc2cc(S(=O)(=O)NC3CCN(Cc4ccccc4)CC3)ccc21	1.0	-3	4	-2	3	2	85	9	91
O=S(=O)(c1ccc(Cl)nc1)N1CCCc2ccccc21	-1.1	22	3	-2	2	2	u	2	u
COc1ccc(-n2c(-c3ccc(Br)cc3)c[n+]3c2CCC3)cc1	-1.6	14	7	-2	0	4	91	-5	102
CN1C(=O)/C(=C/c2ccco2)SC1=Nc1cccc(C(=O)O)c1	-31*	-11	45*	8	18	20	95	8	91
O=C1c2ccc(-c3ccc(F)cc3OCc3ccccc3)cc2S(=O)(=O)c2cccc(C(=O)N3CCCC3)c21	x	-14	16	x	1	15	101	13	100
Cc1ccc(-c2cc(C(=O)NCCCN3CCOCC3)c3ccccc3n2)cc1	0.7	-10	-4	2	0	3	89	-3	101
O=C(/C=C/c1ccco1)N1CCc2ccccc21	-0.6	-15	0	0	0	6	90	-8	87
N#CC1=C(N)OC(c2ccccc2)=C(C#N)C1c1ccc2c(c1)OCO2 (stereo unspecified)	-2.3	15	8	2	3	7	93	0	98
O=c1[nH]c(CNCc2cccnc2)nc2ccccc12	-0.5	7	-3	0	0	-6	x	3	85
COc1ccccc1N=Cc1c(O)c2ccccc2oc1=O	2.2	19	7	6	5	6	99	4	92
NC(=O)c1ccc(-n2nnnc2SCC(=O)Nc2ccccc2F)cc1	4.5	3	1	0	0	1	103	4	100
